Cl transport mod – modulators of human KCC2 chloride dependent transport; hit rate 2.2% among 190,000; Q9H2X9; KCC2 cells, thallium flux FluoZin-2 fluorescence; AID 1456; B-score of Tl+ flux slope (higher = more flux/activation; lower = inhibition) at 10 µM;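 active means thallium flux slope and its plate-corrected score both differing from the plate sample mean at a set confidence after two filtering rounds, in either direction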;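 further: slope of fluorescence scaled to starting intensity during 10 to 20 s after thallium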
MDM2 E3 inh – blocks human Mdm2 ubiquitin ligase activity | hit rate 0.11% among 210,000 | signal enhancement, % at 5 µM | Q00987 | cell-based MDM2 ubiquitination luciferase reporter, 2 h; 0 = plate control, 100 = twice control, blank-subtracted;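 active means signal enhancement of 30% or more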;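 further: luminescence tracks abundance of the self-degrading MDM2-luciferase fusion protein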
Target sequence (Q00987 whole entry, looked up, the tested form may be a part): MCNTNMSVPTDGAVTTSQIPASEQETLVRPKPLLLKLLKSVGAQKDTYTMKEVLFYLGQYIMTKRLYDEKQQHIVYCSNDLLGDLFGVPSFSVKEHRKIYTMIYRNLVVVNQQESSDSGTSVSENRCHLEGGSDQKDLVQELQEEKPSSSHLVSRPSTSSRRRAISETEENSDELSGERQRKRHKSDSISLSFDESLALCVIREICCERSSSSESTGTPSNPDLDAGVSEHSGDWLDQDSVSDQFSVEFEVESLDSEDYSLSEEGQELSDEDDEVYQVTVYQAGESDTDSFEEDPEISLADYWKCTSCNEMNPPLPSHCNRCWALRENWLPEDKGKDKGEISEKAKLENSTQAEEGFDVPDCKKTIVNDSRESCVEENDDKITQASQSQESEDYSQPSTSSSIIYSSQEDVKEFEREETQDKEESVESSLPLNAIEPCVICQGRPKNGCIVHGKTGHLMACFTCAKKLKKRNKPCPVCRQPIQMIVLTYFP
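Assay system: mammalian cells stably expressing self-ubiquitinating, self-degrading MDM2 E3–luciferase fusion. Quantity: 2000 cells in each well. Medium: DMEM culture medium. Compound dosing: single-point 5 µM. Timing: cell settling 4 h, compound treatment 2 h, both 37 °C. Technique: luciferase luminescence. Read-out basis: percent signal gain over controls, blank-subtracted. Benchmarks: plate controls and plate blanks.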
Calpain2 inh – inhibitors of pig calpain II. purified calpain II, fluorogenic peptide substrate, 30 min. inhibition, % at 16 µM. hit rate 0.37% among 220,000;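 active means inhibition above about 50%, limit read from the data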
Rad51 HR inh – blocks human Rad51 in homologous recombination; hRad51 DNA strand exchange, fluorescence dequenching; inhibition, % at 10 µM; hit rate 0.085% among 200,000;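 active means inhibition above 40% at the single screening dose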;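 further: 0% = DMSO control wells and 100% = blanks with heterologous ssDNA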
Target sequence (Q06609 whole entry, looked up): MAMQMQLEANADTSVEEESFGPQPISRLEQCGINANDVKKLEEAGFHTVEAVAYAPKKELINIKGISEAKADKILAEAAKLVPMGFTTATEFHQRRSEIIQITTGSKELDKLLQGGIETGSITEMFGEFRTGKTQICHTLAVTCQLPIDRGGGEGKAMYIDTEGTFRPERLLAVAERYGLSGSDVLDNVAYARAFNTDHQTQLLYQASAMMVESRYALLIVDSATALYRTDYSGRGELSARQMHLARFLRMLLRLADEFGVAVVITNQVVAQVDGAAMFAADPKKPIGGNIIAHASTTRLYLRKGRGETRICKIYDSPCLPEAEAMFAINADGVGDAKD
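Test system – preformed human Rad51 ssDNA filaments · Reagent – Donor/quencher-labelled 47-bp dsDNA substrate · Incubation – 37 °C 15-min filament assembly, 30-min compound preincubation, 15-min exchange · Signal – FRET fluorescence dequenching, excitation 485 nm, emission 520 nm · Read-out – percent inhibition from fluorescence, normalised to plate control and blank means · Benchmarks – plate control and blank wells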
TNF necrop inh – blocks TNF-alpha induced death of Jurkat FADD-/- cells. Jurkat FADD-/- TNF necroptosis rescue, ATP luminescence, 24 h; 0 = TNF only, 100 = no-TNF cells. hit rate 0.068% among 220,000. AID 463075. activation (protection from cell death), % at 10 µM;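 active means activation, meaning protection from cell death, of at least 50% relative to plate controls; inactive means activation below 50%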;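 further: necroptosis triggered by 40 ng/mL TNF-alpha added together with compound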
EBV gp42 inh – EBV gp42 inhibition; Fluorescence polarization binding assay, mP read-out; inhibition, % (tested at 21.74 µM); hit rate 0.42% among 220,000; in the data active means inhibition above about 50%
Target sequence (Q1HVG2 whole entry, looked up): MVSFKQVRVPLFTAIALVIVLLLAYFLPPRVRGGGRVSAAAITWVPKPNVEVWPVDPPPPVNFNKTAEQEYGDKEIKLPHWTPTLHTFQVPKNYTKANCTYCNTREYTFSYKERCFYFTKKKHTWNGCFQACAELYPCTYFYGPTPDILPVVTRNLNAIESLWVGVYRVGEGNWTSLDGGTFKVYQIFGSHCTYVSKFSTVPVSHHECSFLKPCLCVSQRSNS
L929 necroptosis – blocks zVAD induced death of L929 cells. hit rate 0.38% among 220,000. viability rescue, % at 10 µM. L929 zVAD necroptosis rescue, ATP luminescence, 24 h; with zVAD 60 µM;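 active means activation, scaled between plate controls, above about 75%, limit read from the data; inactive means activation under that limit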;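 further: 0% = zVAD with DMSO and 100% = DMSO alone without zVAD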
eIF4E-4G inh – blocks eIF4E binding to eIF4G; P63073+Q04637; TR-FRET eIF4E-eIF4GI(517-606) binding, 2 h; inhibition, % at 21.7 µM; hit rate 0.37% among 220,000; AID 782;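 active means inhibition above about 30%, limit read from the data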;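 further: 0% = full FRET control wells and 100% = background wells lacking eIF4GI fragment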
PERK inhibitor – blocks human PERK kinase; Q9NZJ5; hit rate 0.17% among 220,000; CHO PERK-DD fusion, SEAP luminescence translation reporter; inhibition, % at 5.6 µM; AID 1416;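 active means inhibition above the mean inhibition of all tested compounds plus 3 SD, set separately per screening campaign, cut at about 2.9% in these data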;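 further: PERK kinase domain activated by AP20187 dimerizer at 100 nM; 0% = DMSO with dimerizer and 100% = rapamycin at 8.4 µM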
An asterisk follows results filed as active; / = no result given; [ ] = dose if it differs, or a comment.

SMILES	Cl transport mod	MDM2 E3 inh	Calpain2 inh	Rad51 HR inh	TNF necrop inh	EBV gp42 inh	L929 necroptosis	eIF4E-4G inh	PERK inhibitor
CC(C)c1nc(SCC(=O)c2ccc(F)cc2)c2ccccc2n1	3	-12	-13	-2	1.3	2	19	6	0.8
O=S(=O)(c1ccc(F)cc1)n1ccc(-c2cnc(-c3ccccc3)s2)n1	/	-15	-21	-1	1.1	-11	0.3	-7	1.6
CN=C(Nc1ccc(C(=O)OC)cc1)SC1CC(=O)N(c2ccccc2F)C1=O (stereo unspecified)	/	2	-5	4	1.1	-1	0.0	5	0.1
O=C(COC(=O)c1ccc([N+](=O)[O-])s1)NC(c1ccccc1)c1ccccc1	0.38	-7	17	6	1.6	-25	0.9	1[fluorescence artefact?]	0.4
Cc1ccc(OCc2cn3cccnc3n2)cc1	1.4	-13	7	-6	0.4	-4	-0.5	-13	0.1
O=C(O)CCCCCN1C(=O)C(O)=C(C(=O)/C=C/c2ccccc2)C1c1cccc([N+](=O)[O-])c1 (stereo unspecified)	2.1	2	-27	6	0.3	6	0.7	-2	1.2
O=C(/C=C/c1ccccc1)N1CCC[C@H]1CO	0.25	/	-12	-8	2.0	-12	6.0	7[fluorescence artefact?]	0.9
CCc1nc2ccc(C(=O)NCc3ccccc3)cc2nc1CC	-0.96	-32	23	3	0.0	-4	0.4	6	1.3
CSCC[C@@H](C(=O)O)N1Cc2ccccc2C1=O	-0.024	-5	-24	4	-0.3	-5	1.4	6[fluorescence artefact?]	/
COC(=O)c1ccccc1NC(=O)CSc1nccn1C	-0.96	-11	23	2	-0.2	-12	1.0	-3	0.6
Cc1ccc(NC(=O)CSc2nnc(C3CCCCC3)n2N)cc1F	-0.27	-15	19	-7	-4.6	-17	1.1	2	-0.1
CC(=O)c1cc(F)ccc1OCC(=O)N1CCN(c2ccc(F)cc2)CC1	-2.1	-10	0	-9	-0.8	-17	-0.2	-1	0.0
COC(=O)c1cc(N=Nc2c(C)[nH]c3ccccc23)cc(C(=O)OC)c1	-0.51	/	32	6	0.4	-3	-0.3	18	-0.3
O=C1NC(=S)S/C1=C/c1ccc(Oc2cnccn2)cc1	/	-20	42	3	0.1	11	19	0	0.1
COc1cccc(NC(=O)C(OC(=O)c2ccc([N+](=O)[O-])o2)c2ccccc2)c1 (stereo unspecified)	-0.066	2	-58	-1	0.9	-5	0.7	14	0.4
Cc1cccc2cc(COC(=O)c3cccc([N+](=O)[O-])c3)c(=O)[nH]c12	0.16	-5	-18	/	0.7	8	0.7	-3	-0.6
CCN(CC)CCCNC(=O)c1nn(-c2ccc(OC)cc2OC)c(=O)c2ccccc12	-1.4	-6	8	-6	0.0	-3	-0.2	1	-0.4
OCC1CCCCN1C(=S)NCc1ccco1 (stereo unspecified)	-0.0021	10	11	/	0.6	-4	0.1	0	0.5
CC(C)OC(=O)CSc1nnc(-c2cccnc2)n1Cc1ccccc1	-0.014	-19	-2	9	-1.1	-18	0.3	-1	-0.6
COc1ccc(-c2cn3ccc(C)cc3n2)cc1	0.047	-82	-130	15	-14	-19	0.7	-3	-0.5
O=C(c1ccccc1C(=O)N(c1ccccc1)c1ccccc1)N1CCCCC1	-0.24	-13	24	/	-1.4	-7	0.8	-3[fluorescence artefact?]	-0.2
CCCc1c(C(=O)Nc2cc(C)on2)cnn1-c1ccccc1	-0.78	-7	4	14	5.0	-14	0.5	0	-0.7
O=C(NCc1cccc(Cl)c1)C1CCCO1 (stereo unspecified)	-0.17	-10	23	-4	0.6	-17	1.4	4	2.5
COc1cc(C2N(c3cc(C)on3)C(=O)C3CCCN32)cc(OC)c1OC (stereo unspecified)	/	-10	6	-5	2.0	0	2.1	9[fluorescence artefact?]	0.2
O=C(NC(=S)Nc1ccc(Cl)cn1)C(c1ccccc1)c1ccccc1	/	-6	36	10	-7.2	-25	0.0	-3	-1.3
COc1ccc(Cl)cc1C(=O)NCC(c1ccco1)N1CCCC1 (stereo unspecified)	-2	-6	-7	-7	0.1	-19	0.2	2	-0.7
O=C(NCc1ccccc1)c1ccc(Cl)cc1[N+](=O)[O-]	-0.87	-7	2	-5	-1.4	7	-0.3	4	1.1
COC(=O)CN1C(C)=Nc2ccc(C)cc2C1c1ccccc1 (stereo unspecified)	0.12	-11	-20	-2	2.9	-3	-1.3	-2	0.2
N#C/C(=C\c1ccc(N2CCCCC2)o1)C(N)=O	-0.42	-1	-10	-395	-1.4	-265	26	6	0.6
O=S(=O)(NCCSc1ccccn1)c1ccc(Cl)cc1	0.84	6	26	20	1.2	6	-0.1	-5	0.7
O=C(CN1CCN(S(=O)(=O)c2cc(Cl)ccc2Cl)CC1)Nc1ccc2c(c1)OCCO2	-0.38	-27	-5	1	13	-3	46	-7	-0.3
Cc1ccc(NC(=S)N(CCCN2CCCC2)Cc2cccn2Cc2ccc(Cl)cc2)cc1Cl	-0.19	6	22	-5	0.4	-15	-0.8	5	0.6
CCNC(=S)NNC(=O)c1cccn(Cc2ccc(Cl)cc2)c1=O	-1.6	-5	-2	/	-2.1	-13	0.1	-2	0.8
Cc1cc(Nc2ccccc2)nc(N)n1	0.34	-19	-2	-4	-2.8	-13	0.2	2	1.3
CC1CCCC(C)N1CC(O)COc1ccc(Cl)cc1 (stereo unspecified)	0.68	-2	-14	5	-1.2	-6	-0.5	1[fluorescence artefact?]	0.2
COC(=O)c1c(NC(=O)CSc2nc3nc(C)cc(C)n3n2)sc(C)c1C	-0.95	3	-34	4	1.7	-4	-0.7	2	0.4

Of the compounds above, these contain a thiophene ring, fused or not.
SMILES	Cl transport mod	MDM2 E3 inh	Calpain2 inh	Rad51 HR inh	TNF necrop inh	EBV gp42 inh	L929 necroptosis	eIF4E-4G inh	PERK inhibitor
O=C(COC(=O)c1ccc([N+](=O)[O-])s1)NC(c1ccccc1)c1ccccc1	0.38	-7	17	6	1.6	-25	0.9	1[fluorescence artefact?]	0.4
COC(=O)c1c(NC(=O)CSc2nc3nc(C)cc(C)n3n2)sc(C)c1C	-0.95	3	-34	4	1.7	-4	-0.7	2	0.4

Following part.
SMILES	Cl transport mod	MDM2 E3 inh	Calpain2 inh	Rad51 HR inh	TNF necrop inh	EBV gp42 inh	L929 necroptosis	eIF4E-4G inh	PERK inhibitor
COC(=O)c1ccc(N2C(=O)CC(N3CCN(c4ccccc4)CC3)C2=O)cc1 (stereo unspecified)	-0.6	/	/	-6	1.6	/	3.0	/	0.7
CC(C)CSc1nsc(N)n1	1.6	/	-10	-6	-2.3	-7	0.8	15[fluorescence artefact?]	0.5
CCCCC(=O)Nc1ccc(C(=O)NCc2ccncc2)cc1	1.3	2	6	-13	-1.4	7	0.2	0	0.7
COc1cc(OC)c(NC(=O)/C=C/C(=O)O)cc1Cl	0.44	-26	11	-10	1.3	-10	1.5	-2	2.1
O=C(/C=C/c1cccc([N+](=O)[O-])c1)NCCN1C(=O)S/C(=C\c2cccnc2)C1=O	-0.49	-11	-25	1	0.5	-7	1.0	-4	0.1
Cc1nc(Cl)cc(CS(=O)(=O)c2ccc(Cl)cc2)n1	/	17	-40	3	0.2	-12	4.1	6	0.8
CCN1C(=O)C(CC(=O)Nc2ccc(OC)cc2)N(CCc2ccc(OC)cc2)C1=S (stereo unspecified)	0.0016	-14	36	8	1.0	8	2.8	-2	0.1
COc1cc(OC)c(OC)cc1/C=N/NC(=O)CC1C(=O)NN=C1C (stereo unspecified)	-1.2	-11	-299	/	-0.4	-12	0.6	-6	0.5
O=C(C1=C(O)C(=O)N(CCCN2CCOCC2)C1c1ccncc1)c1cc2ccccc2o1 (stereo unspecified)	0.028	/	22	/	0.4	3	0.5	3	0.4
COc1ccccc1-n1c(N)c(C(N)=O)sc1=S	-0.83	-12	-8	1	0.7	-10	-0.2	12	-0.3
Cn1c(C(=O)c2ccncc2)cc2ccccc21	-0.7	0	1	0	-2.8	-4	0.7	-1	-0.4
Cc1ccc(Nc2nnns2)cc1C	0.32	9	-44	2	-0.7	-6	0.6	-3	1.1

One compound at a time, from the list above.
Profile of COc1cc(OC)c(NC(=O)/C=C/C(=O)O)cc1Cl → Cl transport mod: 0.44; MDM2 E3 inh: -26; Calpain2 inh: 11; Rad51 HR inh: -10; TNF necrop inh: 1.3; EBV gp42 inh: -10; L929 necroptosis: 1.5; eIF4E-4G inh: -2; PERK inhibitor: 2.1
Profile of O=C(C1=C(O)C(=O)N(CCCN2CCOCC2)C1c1ccncc1)c1cc2ccccc2o1 (stereo unspecified) → Cl transport mod: 0.028; MDM2 E3 inh: /; Calpain2 inh: 22; Rad51 HR inh: /; TNF necrop inh: 0.4; EBV gp42 inh: 3; L929 necroptosis: 0.5; eIF4E-4G inh: 3; PERK inhibitor: 0.4
Profile of CCN1C(=O)C(CC(=O)Nc2ccc(OC)cc2)N(CCc2ccc(OC)cc2)C1=S (stereo unspecified) → Cl transport mod: 0.0016; MDM2 E3 inh: -14; Calpain2 inh: 36; Rad51 HR inh: 8; TNF necrop inh: 1.0; EBV gp42 inh: 8; L929 necroptosis: 2.8; eIF4E-4G inh: -2; PERK inhibitor: 0.1

The list continues:
SMILES	Cl transport mod	MDM2 E3 inh	Calpain2 inh	Rad51 HR inh	TNF necrop inh	EBV gp42 inh	L929 necroptosis	eIF4E-4G inh	PERK inhibitor
C=CCn1c(N)cc(=O)nc1SCC(=O)Nc1ccc(C)cc1	-0.74	-14	14	2	0.5	1	1.6	-1	0.0
Cc1ccc(N2C(=O)c3ccccc3C2(O)c2ncc[nH]2)cc1 (stereo unspecified)	0.46	2	-10	-1	-4.0	4	0.3	55*	-0.6
CC1CCC(NC(=O)Cn2ncc3ccccc32)CC1 (stereo unspecified)	0.0029	-3	-5	4	2.8	-6	0.2	-1[fluorescence artefact?]	0.1
CCOC(=O)C(CC)n1cnc2c(nnn2-c2ccc(C)cc2)c1=O (stereo unspecified)	-4	-5	-9	-1	-3.6	-18	0.2	8	1.6
CN(C)S(=O)(=O)Nc1ccccc1F	-0.016	-10	10	-9	1.6	-16	-0.1	3	0.8
CCN(CC)CC(=O)n1c2c(c3ccccc31)CCCC2	-0.27	-6	11	5	0.7	-29	1.9	-6	0.8
COc1ccc(S(=O)(=O)N2CCC(O)(c3ccc4c(c3)OCO4)CC2)cc1	0.08	-9	-3	-8	1.7	-5	0.7	-4	-0.1
COc1ccc(C(=O)COC(=O)Cn2nnc3ccccc32)cc1Br	1.2	-11	14	5	-1.2	2	-0.2	8	0.9
C=CCNc1nc(NCCN2CCOCC2)nc(N2CCOCC2)n1	/	1	1	-10	0.4	-6	0.0	0[fluorescence artefact?]	0.4
CN(C)CCNCc1ccccc1OC1CCCC1	/	-4	6	4	1.7	-25	1.2	-4	-2.2
NC(=O)C1CCN(C(=O)C23CC4CC(CC(C4)C2)C3)CC1	/	-20	7	4	0.4	-7	1.1	-3	0.6
CCCC(=O)Nc1cccc(NC(=O)c2ccccc2Br)c1	0.68	5	-16	-2	-3.8	-11	-0.4	-4	-0.3
CC(C)CNC(=O)c1cccc(NC(=O)CSc2ccc(Cl)cc2)c1	-1.4	5	5	-5	4.0	-4	0.8	7	0.1

With a hit mark in eIF4E-4G inh, of those listed so far:
Compound	Cl transport mod	MDM2 E3 inh	Calpain2 inh	EBV gp42 inh	eIF4E-4G inh	PERK inhibitor
Cc1ccc(N2C(=O)c3ccccc3C2(O)c2ncc[nH]2)cc1 (stereo unspecified)	0.46	2	-10	4	55*	-0.6

Not a hit list (roughly 3.6% active in at least one column).
